APE1 inh = APE1 (human) endonuclease inhibition | P27695 | recombinant APE1, TAMRA/BHQ-2 abasic DNA cleavage fluorescence | Potency, µM (series often up to 65.8 µM), without a hit: at the top dose activity change, negative = inhibition, hits mostly inhibitors | 0.35% of 350,000 active;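 further: potency means the concentration at half of the fitted maximal effect; plate controls were vehicle for no effect and reference inhibitor for full effect; nearly all actives have a fitted effect of over 55% in size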
Target sequence (P27695 whole entry, looked up): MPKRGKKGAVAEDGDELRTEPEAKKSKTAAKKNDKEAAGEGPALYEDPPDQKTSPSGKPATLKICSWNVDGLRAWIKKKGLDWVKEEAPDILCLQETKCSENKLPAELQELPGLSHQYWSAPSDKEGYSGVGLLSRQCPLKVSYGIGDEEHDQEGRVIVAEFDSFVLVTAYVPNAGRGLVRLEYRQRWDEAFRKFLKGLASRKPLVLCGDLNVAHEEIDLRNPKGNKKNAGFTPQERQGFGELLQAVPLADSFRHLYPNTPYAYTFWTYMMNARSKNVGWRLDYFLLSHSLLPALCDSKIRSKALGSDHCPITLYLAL
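Incision of a quenched TAMRA/BHQ-2 THF abasic-site duplex (50 nM) by 0.75 nM APE1, after 15 min compound preincubation, measured as fluorescence increase over three 60 s reads. Values normalized to buffer, DMSO and NSC13755 control wells.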
RGS4 inhibitor = blocks human RGS4-accelerated GTP hydrolysis; Transcreener GDP fluorescence polarization, RGS4-accelerated GTP hydrolysis; Potency, µM (highest dose often 114 µM), for inactives: top-dose activity change, negative = inhibition, hits mostly inhibitors; 0.039% of 390,000 active; AID 504845; further: potency means the concentration at half of the fitted maximal effect; on the % scale 0 is the no-effect control and ±100 the full control effect; nearly all actives have a fitted effect of over 75% in size; some results filed as inactive show a strong effect at the top dose
Target sequence (P49798 whole entry, looked up): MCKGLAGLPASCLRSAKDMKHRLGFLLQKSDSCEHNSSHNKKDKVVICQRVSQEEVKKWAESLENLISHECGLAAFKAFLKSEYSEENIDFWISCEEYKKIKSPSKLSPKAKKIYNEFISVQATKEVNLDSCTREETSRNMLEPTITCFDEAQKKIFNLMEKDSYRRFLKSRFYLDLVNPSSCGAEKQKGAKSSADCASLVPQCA
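MLSMR compounds (23 nl, pin-transferred) preincubated 10 min at room temperature with a 500nM (2x) first reagent, then RGS4 at 900nM (2x) plus Transcreener GDP mix added; fluorescence polarization (620/688 nm) read before and after 90 min at 30 °C.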
Pol kappa inh = inhibitors of human DNA polymerase kappa. Q9UBT6. purified Pol kappa, fluorescent DNA synthesis assay, 10 min. Potency, µM (highest dose often 107 µM), inactives show at the top dose activity, negative = inhibition, usual class: inhibitors. 0.53% of 400,000 active; further: potency means the concentration at half of the fitted maximal effect; on the % scale 0 is the no-effect control and ±100 the full control effect
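50 nM final substrate added after 15 min RT preincubation of 10 nM Pol kappa with compound; fluorescence read at 0 and 10 min.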
ALOX12 inh = blocks human arachidonate 12S-lipoxygenase; P18054; Potency, µM (highest dose often 108 µM), without a hit: at the highest dose activity change, negative = inhibition, hits mostly inhibitors; purified 12hLO, xylenol orange hydroperoxide absorbance; 1.1% of 580,000 active; further: potency means the concentration at half of the fitted maximal effect; on the % scale 0 is the no-effect control and ±100 the full control effect
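Purified human 12hLO at 150 nM in 25 mM Hepes, 0.01% Triton X-100, pH 7.0, preincubated 15 min at room temperature with compound. Reaction started with 40 uM arachidonic acid, 30 min at room temperature. Hydroperoxide measured by Fe-xylenol orange, 573/405 nm absorbance ratio.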
POLB inh = inhibitors of human DNA polymerase beta. Potency, µM (titrated, usually from 114 µM), for inactives: at the top dose activity change, negative = inhibition, most hits filed as inhibitors. 1.3% of 340,000 active. P06746. AID 485314. Pol beta primer extension/strand displacement, fluorescence kinetic; further: potency means the concentration at half of the fitted maximal effect; on the % scale 0 is the no-effect control and ±100 the full control effect
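Kinetic readout of DNA synthesis with strand displacement by Pol beta. Compound and 10 nM enzyme sit 15 min at room temperature; 50 nM substrate starts the reaction, read immediately and at 10 min.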
LDHA block = blocks human lactate dehydrogenase A; P00338; purified LDHA, NADH/diaphorase-resazurin fluorescence; stronger effect = lower value; activity change, % (values are at about 110 or 230 µM); 0.15% of 480,000 active; AID 1347041; in the data active means activity change below about -30%; inconclusive means mostly about -25% to -30%;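 further: plate controls were DMSO wells for no effect and wells without enzyme for full effect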
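LDH5 2 nM; NADH 0.06 mM, pyruvate 0.2 mM; 200 mM Tris pH 7.4, EDTA, Tween-20; 5 min RT. Detection: diaphorase 0.133 mg/mL + resazurin 37 µM, fluorescence ex540/em590 at 0 and 20 min; normalized to enzyme-free and DMSO wells.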
Anesthetic bind = candidate novel general anesthetic via apoferritin binding. P02791. apoferritin/1-aminoanthracene competitive binding, fluorescence. Potency, µM (highest dose often 77.5 µM), for the others: at the top dose activity change, negative = displacement, usual class: inhibitors. 0.074% of 350,000 active. AID 485281; further: potency means the concentration at half of the fitted maximal effect; on the % scale 0 is the no-effect control and ±100 the full control effect; nearly all actives have a fitted effect of over 20% in size
Target sequence (P02791 2-175 limits assumed): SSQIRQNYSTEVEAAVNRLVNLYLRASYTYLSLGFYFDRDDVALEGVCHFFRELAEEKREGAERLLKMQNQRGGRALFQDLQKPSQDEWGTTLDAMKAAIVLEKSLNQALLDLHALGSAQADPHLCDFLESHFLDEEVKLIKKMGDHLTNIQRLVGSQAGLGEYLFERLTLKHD
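10 uM apoferritin + 50% sat. 1-AMA, PBS; cpd 10 min RT; Ex380/Em535 endpoint; normalized to free probe vs complex; 4-param Hill fit; propofol titration as pos. ctrl.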
POLH inh = blocks human DNA polymerase eta activity | recombinant Pol eta, fluorescent DNA replication assay | Q9Y253 | AID 588591 | Potency, µM (series often up to 114 µM), for inactives: top-dose activity change, negative = inhibition, actives largely listed as inhibitors | 1.2% of 390,000 active; further: potency means the concentration at half of the fitted maximal effect; on the % scale 0 is the no-effect control and ±100 the full control effect
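Fluorescent replication assay: 50 nM final substrate added after a 15 min room-temperature compound preincubation with 10 nM enzyme. Signal taken at 0 min and again at 10 min.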
ERG Ets-DNA blk = ERG Ets/DNA interaction inhibition | 0.028% of 370,000 active | P11308 | fluorescence polarization, His-ERG Ets domain / labelled DNA | Potency, µM (doses to about 76.9 µM), for the others: top-dose FP activity, negative = inhibition, hits mostly inhibitors; active means well fitted inhibition curve with a large enough effect in the polarisation, with a control signal flat; inconclusive means small, poorly fitted or top-dose-only effect, or effect the other way, or a change in a side signal; inactive means no such curve, though single readings can be large or run the other way; the % refers to the polarisation;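 further: polarization taken with two DNA probes labelled with fluorescein and Texas red; potency means the concentration at half of the fitted maximal effect; % of control where 0% means no effect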
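His-tagged ERG Ets domain (1 uM in the protein solution; 300mM KCl, 50mM Tris-HCl, 1mM EDTA, 1mM DTT, pH 7.5) received compound, then a probe mix of 5 nM fluorescein-DNA and 100nM Texas-615-DNA. Fluorescence polarization was read for both dyes.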
Numbers without * were called inactive; u = inconclusive; x = not tested or not shown; [ ] = remark or other dose. Unless noted, the call rests on the fitted dose curve; in most records, active means well fitted curve in the direction sought with a large enough effect; inconclusive means small, poorly fitted or top-dose-only effect, or another doubt; inactive means no such curve, though single readings can be large; an effect the other way counts as inactive or inconclusive.

SMILES	APE1 inh	RGS4 inhibitor	Pol kappa inh	ALOX12 inh	POLB inh	LDHA block	Anesthetic bind	POLH inh	ERG Ets-DNA blk
COc1c(C)cccc1C(=O)Nc1cc(-c2nn3c(C)nnc3s2)ccc1C	x	-53%	5%	6%[57.4 µM]	x	4	x	-17%	7%
COc1ccccc1S(=O)(=O)Cc1ccc(C(=O)N2CCN(c3cc(Cl)ccc3C)CC2)o1	x	12%	-2%	-4%	-3%	-1	-5%	-15%	-1%
O=C(O)/C=C\c1cccc(-n2nnnc2SCc2ccccc2F)c1	2%	-1%	7%	0%	106%	1	-12%	0%	7%
O=S(=O)(Nc1ccccc1N1CCCCC1)c1ccccc1	-7%	22%	-8%	-12%	3%	0	-8%	2%	2%
O=C(/C=C/c1cccc([N+](=O)[O-])c1)NCCSCc1cccc(Cl)c1	-8%	-6%	-15%	-24%	-2%	1	u	-18%	0%
CC1CCN(S(=O)(=O)c2ccc(NC(=O)[C@@H]3CCCC[C@@H]3C(=O)O)cc2)CC1	68%[activator]	-21%	-1%	0%	-12%	-4	1%	-16%	2%
CCN1CCN(C(=O)Cn2ncc3ccsc3c2=O)CC1	-2%	11%	-14%	465%[activator]	9%	-2	5%	-15%	u
CCn1c(N2CCN(C(=O)/C=C/c3ccccc3)CC2)nc2ccccc21	7%	7%	-16%	0%	-1%	-8	-21%	-5%	0%
O=[N+]([O-])c1cc(/C=N/O)ccc1SCc1ccccc1	1%	-7%	0%	-4%	8%	7	-18%	-4%	12%
CCCc1ccc(OCc2ccc(C(=O)Nc3cccc(C)n3)o2)c(OC)c1	2%	-1%	11%	-17%	6%	0	-7%	-10%	-10%
O=C(Cn1cc(SCc2cccc(F)c2)c2ccccc21)N1CCOCC1	x	-16%	-11%	-24%	5%	-2	-8%	-14%	-2%
Nc1ccc(S(N)(=O)=O)cc1N	-6%	-21%	3%	-17%	-17%	27	2%	u	-3%
Cc1ccccc1OCCN1C(=O)NC2(CCCc3ccccc32)C1=O (centres undefined)	11%	5%	-5%	u	1%	-7	u	-19%	-7%
Cc1ccc(COc2ccc(CNCCCN3CCCCCC3=O)cc2)cc1	11%	-12%	0%	u	7%	-18	-22%	-10%	3%
N#Cc1ccccc1OCC(=O)NC(=O)NCc1ccco1	u	-25%	-39%	-1%	-29%	3	-9%	40µM*	6%
Cc1ccc(NS(=O)(=O)c2ccc(F)cc2)nc1	7%	-5%	-21%	0%	14%	1	-6%	-21%	36%
O=C(NCCc1ccc(F)cc1)C(=O)NCC1CCCN1S(=O)(=O)c1cccs1 (centres undefined)	3%	16%	0%	-14%	x	-5	x	2%	1%
CCNC(=S)NNC(=S)NCc1ccccc1	14%	-38%	-2%	7%	3%	-6	-4%	-2%	8%
Cc1cc2nc3n(c2cc1C)CC1CC(C(=O)NCc2cccc(Br)c2)N(C)C31 (centres undefined)	10%	-4%	1%	-7%	x	-4	x	-21%	10%
CCSc1nnc(NC(=O)C2CCCN(S(=O)(=O)c3cnc[nH]3)C2)s1 (centres undefined)	-1%	u	-4%	9%	2%	-1	-2%	-11%	13%
COc1cccc(N2C(=O)CSC23C(=O)N(Cc2ccccc2F)c2ccccc23)c1 (centres undefined)	x	8%	4%	-17%	0%	-3	5%	-1%	-11%
CCC(=O)c1ccc(OCC(=O)OC(C)C(=O)N2CCc3ccccc32)cc1 (centres undefined)	8%	-6%	-5%	19%	x	0	x	-4%	-8%
O=C(CCCN1C(=O)c2ccccc2C1=O)Nc1c2c(nc3c1CCC3)CCC2	2%	-28%	3%	0%	35%	1	-1%	-15%	-12%
OC1CCN(C(c2ccc3ncccc3c2)c2nnnn2C2CCCCC2)CC1 (centres undefined)	-2%	-32%	-10%	5%	19%	-3	-11%	-7%	x
C=Cn1cc[n+](CC(=O)c2ccc(C)cc2)c1	18%	7%	-14%	6%	34%[activator]	-3	-2%	10%	1%
Further results follow:
SMILES	APE1 inh	RGS4 inhibitor	Pol kappa inh	ALOX12 inh	POLB inh	LDHA block	Anesthetic bind	POLH inh	ERG Ets-DNA blk
Cc1c(C(=O)N/N=C/c2cccc(O)c2)nnn1-c1nonc1N	30%	1%	-3%	0%	21%	-3	-6%	0%	7%
Cc1ccccc1Nc1c(-c2cccc(Cl)c2)nc2ncccn12	x	21%	-2%	-14%	-1%	2	-11%	-8%	-4%
CN(C)C=NC(=O)/C(C#N)=C1\CCc2ccccc2N1	u	24%	-6%	4%	3%	-2	-15%	-18%	7%
COc1ccc(CN(C)C(=O)c2cccc(S(=O)(=O)N3CCCc4ccccc43)c2)c(OC)c1OC	x	4%	0%	-22%	x	-2	x	-13%	3%
COc1ccccc1NC(=O)C(C)OC(=O)CCCN=C1NS(=O)(=O)c2ccccc21 (centres undefined)	49%[activator]	-34%	0%	-10%	x	3	x	-16%	7%
COc1cc(C(C)=O)ccc1OCC(=O)Nc1cc(Cl)ccc1-n1cncn1	6%	-19%	-18%	-1%	x	-4	x	-19%	-8%
O=C(c1cc(F)cc(F)c1)N1CCC(c2nc(-c3ccc(S(=O)(=O)N4CCCC4)cc3)no2)CC1	x	29%	-7%	-21%	35%	-10	-1%	-14%	0%
C=CCOn1c(=O)c(-c2ccc(C)cc2)[n+]([O-])c2ccccc21	5%	28%	6%	0%	95%	-5	-2%	-6%	5%
COc1ccc(NC(=O)COc2nc(N(C)C)nc(N(C)C)n2)cc1	14%	3%	-10%	-9%	4%	-1	7%	9%	0%
COCCCNC(=S)NNC(=O)c1ccc(S(=O)(=O)N2CCC(C)CC2)cc1	-4%	u	0%	-5%	-14%	-5	-7%	-10%	0%
COCCSc1ccccc1C(=O)NCC1CCCO1 (centres undefined)	5%	u	3%	-10%	15%	-3	-5%	6%	x
O=C(NCCCN1CCN(c2cccc(Cl)c2)CC1)c1ccc2nc(Cc3ccccc3)oc2c1	x	-10%	-4%[60.1 µM]	u	-11%	3	3%	-25%	9%
O=C1CC[C@@H](CN(Cc2ccccc2)Cc2cn[nH]c2-c2cc3ccccc3o2)N1	-7%	-11%	-12%	3%	2%	-4	-11%	-25%	1%
Cc1ccc2nc(Nc3nc(CSc4nnnn4-c4ccccc4)cc(=O)[nH]3)nc(C)c2c1	0%	1%	6%	0%	22%	0	-13%	-3%	-4%
CCCNC(=O)c1nc(C)n(-c2cc(Cl)ccc2Cl)n1	5%	u	-1%	-6%	5%	-4	-3%	-22%	20%
COc1cccc(/C=C/C(=O)OCC(=O)NC2CCCCCCC2)c1	0%	10%	-23%	-25%	x	-8	x	-18%	-5%
CCC(C(=O)Nc1ccccc1C(=O)N1CCCC1)N1C(=O)c2ccccc2C1=O (centres undefined)	-3%	-15%	1%	18%	-2%	2	-8%	-8%	0%
Cc1cccc(NC(=O)C2c3ccccc3Oc3ccccc32)n1	-7%	-5%[11.4 µM]	1%[60.1 µM]	-19%	-23%	2	-3%	-2%	14%
CC(=O)c1nn(-c2cccc(Br)c2)cc1C(=O)c1cccc2ccccc12	0%	-11%	-9%	-14%	-1%	-3	u	-17%	-16%
CCN(CC)C(=O)COc1ccc2oc(C)c(C(=O)OC(C)C)c2c1	7%	-14%	-2%	-10%	4%	-1	-22%	-14%	-8%
O=C(O)CC1(CC(=O)Nc2ccc(F)cc2F)CCCCC1	2%	2%	3%	2%	-12%	-8	7%	-17%	-1%
Cn1nc(C(F)(F)F)c(-c2cccc(C(F)(F)F)c2)c1NC(=O)c1nccnc1C(=O)O	-4%	3%	-14%	u	4%	-2	14%	-11%	-2%

A second format for part of the listing above:
| SMILES | APE1 inh | RGS4 inhibitor | Pol kappa inh | ALOX12 inh | POLB inh | LDHA block | Anesthetic bind | POLH inh | ERG Ets-DNA blk |
| --- | --- | --- | --- | --- | --- | --- | --- | --- | --- |
| CCCNC(=O)c1nc(C)n(-c2cc(Cl)ccc2Cl)n1 | 5% | u | -1% | -6% | 5% | -4 | -3% | -22% | 20% |
| COc1cccc(/C=C/C(=O)OCC(=O)NC2CCCCCCC2)c1 | 0% | 10% | -23% | -25% | x | -8 | x | -18% | -5% |
| CCC(C(=O)Nc1ccccc1C(=O)N1CCCC1)N1C(=O)c2ccccc2C1=O (centres undefined) | -3% | -15% | 1% | 18% | -2% | 2 | -8% | -8% | 0% |
| Cc1cccc(NC(=O)C2c3ccccc3Oc3ccccc32)n1 | -7% | -5%[11.4 µM] | 1%[60.1 µM] | -19% | -23% | 2 | -3% | -2% | 14% |
| CC(=O)c1nn(-c2cccc(Br)c2)cc1C(=O)c1cccc2ccccc12 | 0% | -11% | -9% | -14% | -1% | -3 | u | -17% | -16% |
| CCN(CC)C(=O)COc1ccc2oc(C)c(C(=O)OC(C)C)c2c1 | 7% | -14% | -2% | -10% | 4% | -1 | -22% | -14% | -8% |
| O=C(O)CC1(CC(=O)Nc2ccc(F)cc2F)CCCCC1 | 2% | 2% | 3% | 2% | -12% | -8 | 7% | -17% | -1% |
| Cn1nc(C(F)(F)F)c(-c2cccc(C(F)(F)F)c2)c1NC(=O)c1nccnc1C(=O)O | -4% | 3% | -14% | u | 4% | -2 | 14% | -11% | -2% |

The list is partial; count on the stated rates, not on these rows.
